Screening results from PubChem BioAssay.
AmpC inh detg: inhibitors of E. coli AmpC beta-lactamase with detergent | AmpC hydrolysis of nitrocefin, absorbance 480 nm, 0.01% Triton | Potency, µM (series often up to 114 µM), for inactives: at the top dose activity change, negative = inhibition, usual class: inhibitors | hit rate 0.041% among 370,000 | AID 485294;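 also: potency is read from the fitted curve at half-maximal effect; 0% = no-compound wells and -100% = no-enzyme wells; nearly all actives have a fitted effect of over 25% in size; some results filed as inactive show a strong effect at the top dose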
Target sequence (P00811 whole entry, looked up): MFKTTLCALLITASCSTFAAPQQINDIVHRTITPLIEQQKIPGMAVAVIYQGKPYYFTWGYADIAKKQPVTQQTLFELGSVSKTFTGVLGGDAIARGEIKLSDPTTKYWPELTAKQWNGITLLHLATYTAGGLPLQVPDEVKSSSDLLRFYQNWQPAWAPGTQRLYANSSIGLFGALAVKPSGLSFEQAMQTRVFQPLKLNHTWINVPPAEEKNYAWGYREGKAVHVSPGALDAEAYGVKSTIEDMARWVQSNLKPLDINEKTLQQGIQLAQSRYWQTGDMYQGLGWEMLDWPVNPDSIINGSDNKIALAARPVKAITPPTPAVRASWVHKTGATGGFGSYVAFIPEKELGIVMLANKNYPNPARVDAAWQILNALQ
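20 mM phosphate pH 7.0 + 0.01% (detergent screen) or 0.0001% Triton X-100; 5.3 nM AmpC reagent; cpd preinc 15 min RT; nitrocefin (800 uM stock) to start; A480 q20 s × 4 min; Activity was normalised to no-enzyme and no-compound control wells.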
Giardia FBPA inh: inhibitors of Giardia lamblia fructose-1,6-bisphosphate aldolase | A8B2U2 | purified Giardia FBPA | Potency, µM (highest dose often 59.6 µM), inactives show at the highest dose activity, negative = inhibition, most hits filed as inhibitors | hit rate 0.71% among 290,000 | AID 2451; also: potency is read from the fitted curve at half-maximal effect; nearly all actives have a fitted effect of over 55% in size
Target sequence (A8B2U2 whole entry, looked up): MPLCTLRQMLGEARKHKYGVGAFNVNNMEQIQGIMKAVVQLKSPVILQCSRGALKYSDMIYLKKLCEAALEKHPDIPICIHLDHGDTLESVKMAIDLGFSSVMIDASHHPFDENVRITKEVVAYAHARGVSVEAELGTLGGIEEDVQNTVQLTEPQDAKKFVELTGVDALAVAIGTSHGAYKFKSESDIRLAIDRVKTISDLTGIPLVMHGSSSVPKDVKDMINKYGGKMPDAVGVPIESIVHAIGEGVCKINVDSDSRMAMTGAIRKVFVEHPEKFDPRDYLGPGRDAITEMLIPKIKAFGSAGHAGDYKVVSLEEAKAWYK
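Giardia FBPA (40 nM reagent) was preincubated 10 min at RT with compound (up to 57.5 uM final), then substrate plus GAPDH/TPI/NAD/arsenate coupling system with diaphorase/resazurin was added; resorufin fluorescence (525/598 nm) was read after 20 min.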
HCV inhibitor: inhibitors of hepatitis C virus infection. Huh7.5.1 HCVcc-Cre infection, luciferase reporter, 44 h. Potency, µM (highest dose often 41.8 µM), inactives show top-dose activity change, negative = inhibition, most hits filed as inhibitors. hit rate 3.4% among 340,000. AID 651820; also: potency is read from the fitted curve at half-maximal effect
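After 44 h co-culture of compound, cells and HCVcc-Cre (~0.5 moi), substrate is added for 15 min at room temperature and luciferase measured over 15 sec. Cells were seeded at 1,000/well and pre-cultured 4 h.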
Sm TGR inh: S. mansoni TGR enzyme inhibition | purified TGR, DTNB reduction, TNB absorbance 405 nm | hit rate 3% among 360,000 | AID 485364 | Potency, µM (titrated, usually from 114 µM), for inactives: at the top dose activity change, negative = inhibition, actives largely listed as inhibitors; also: potency is read from the fitted curve at half-maximal effect; nearly all actives have a fitted effect of over 60% in size
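First, TGR (20 nM dispensed) and NADPH were mixed with compound. Second, a 15 min room-temperature incubation followed. Third, further NADPH and then DTNB were added to start the reaction. Finally, TNB absorbance was monitored kinetically.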
AmpC no deterg: inhibitors of E. coli AmpC beta-lactamase without detergent. AmpC nitrocefin hydrolysis, absorbance 480 nm, 0.0001% Triton. Potency, µM (top dose mostly 57.1 µM), for the others: at the highest dose activity change, negative = inhibition, most hits filed as inhibitors. hit rate 0.52% among 330,000;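 also: potency is read from the fitted curve at half-maximal effect; plate controls were no compound for no effect and no enzyme for full effect; nearly all actives have a fitted effect of over 20% in size; some results filed as inactive show a strong effect at the top dose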
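AmpC (5.3 nM in the dispensed reagent) in 20 mM phosphate pH 7.0 with 0.01% (detergent screen) or 0.0001% Triton X-100 was preincubated with compounds for 15 min at room temperature. Nitrocefin was then added from an 800 uM solution, and hydrolysis was followed at 480 nm.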
HCMV antiviral: human cytomegalovirus inhibition; HFF cells, HCMV-luciferase reporter, 72 h; active compounds read low; activity change, negative = inhibition, % at 57.5 µM; hit rate 4.5% among 410,000; AID 1259415; in the data active = activity change below about -60%; inconclusive = no clear call, values can overlap the other calls; inactive = above about -39%
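After 16 h attachment at 37C, HFF cells received test compound and HCMV-luciferase (1 PFU/cell); reporter luminescence read 72 h later, data normalized against buffer-only and known inhibitor Salinomycin.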
An asterisk follows results filed as active; ? = inconclusive; · = not tested or not shown; & = joins results of further samples; [ ] = dose if it differs, or a comment. Unless noted, calls follow the shape of the dose curve; as a rule, active = well fitted curve in the direction sought with a large enough effect; inconclusive = small, poorly fitted or top-dose-only effect, or another doubt; inactive = no such curve, though single readings can be large; an effect the other way counts as inactive or inconclusive. Unless noted, % is scaled to controls: 0 for no effect and ±100 for the full control effect. Random draw from the library. About 9.9% of those tested had a hit in this group.

SMILES | AmpC inh detg | Giardia FBPA inh | HCV inhibitor | Sm TGR inh | AmpC no deterg | HCMV antiviral
CCOC(=O)/C(C#N)=C/Nc1ccccc1OC | ? | 0% | -29% | 7% | -17% | 145
CC(=O)Nc1ccc(S(=O)(=O)NC2(C(F)(F)F)NC(=O)N(C3CCCCC3)C2=O)cc1 (configuration not stated) | 0% | 2% | 19% | -27% | -26% | -18
CCCCn1c(=O)[nH]c(=O)c2c1nc(-c1ccccc1F)n2Cc1ccccc1 | 4% | 0% | ? | 8% | 2% | 34
Cc1cc(C(=O)NCC(c2cccs2)N2CCOCC2)ccc1[N+](=O)[O-] (configuration not stated) | 1% | · | 7% | -7% | 4% | -17
S=C(NCc1ccco1)N1CCN(c2cccc(Cl)c2)CC1 | -6% | -4% | ? | -4% | -36% | -17
Cn1c(Cc2ccc3c(c2)OCO3)nnc1SCC(=O)N1CCc2ccccc2C1 | -12% | -1% | -1% | 45µM* | 25% | -21
CC(C)NC(=O)N(O)C1N(C(C)C)C(=O)N(Cc2ccc3c(c2)OCO3)C1(C)C (configuration not stated) | -2% | 0% | 11% | -1% | 9% | -16
CCN1c2ccccc2-c2nc(SCC(=O)NCc3ccc(Cl)cc3)ncc2S1(=O)=O | 1% | · | · | 7% | · | -28
COc1ccc(C(=O)N2CC(c3ccccc3)CC2=O)cc1 (configuration not stated) | -7% | 6% | -7% | 19% | 2% | -20
CCOC(=O)C1CCCN(Cc2nc(N)nc(Nc3ccc(C)cc3)n2)C1 (configuration not stated) | 0% | -1% | ? | -24% | 5% | -5
CC(=O)n1c2ccccc2c2nc(NC(C)C)sc21 | -19% | -26% | 1% | 5%[11.4 µM] | -25% | -5
CCC(C)c1ccccc1OCC(=O)NN1C(=O)c2ccccc2C1=O (configuration not stated) | ? | 3% | 19% | -27% | -17% | 86
O=C(c1ccccc1)c1ncc[nH]1 | -5% | -3% | 20% | -3% | -11% | ·
Cc1cc(CN2C(=O)c3ccccc3C2=O)no1 | -8% | 14% | -10% | -11% | -14% | -22
C/C(=N\Nc1ccc(Cl)cc1)c1c(O)cc(C)oc1=O | ? | -11% | -1% | 22µM* | -25% | -33
CCc1cccc(NS(=O)(=O)c2ccc3c(c2)NC(=O)C(C)S3)c1 (configuration not stated) | -3% | · | ? | 2% | -18% | 0
CC1(C)SC(=S)N(/N=C/c2ccccc2O)C1N(O)C(=O)Nc1ccccc1 (configuration not stated) | 1% | -10% | 11µM* | -2% | -55% | ?
Cc1ccccc1NC(=O)Nc1ccc2nc(N3CCN(C)CC3)cc(C)c2c1 | -4% | · | · | 6% | · | -22
CS(=O)(=O)c1ccc(Cl)c(NC(=O)c2cccc(Br)c2)c1 | -10% | -12% | -1% | 1% | -19% | 5
CC(C)NC(=O)CN1C(=O)c2cccc3cccc1c23 | -5% | -13% | 14% | -20% | -14% | 22
Cc1ccc(C(=O)Nc2c(C)cc(C)c3cccnc23)cc1 | -9% | -2% | 5% | -9% | -18% | 15
Cc1c(C(C)(C)C)s/c(=N/S(=O)(=O)c2ccccc2)n1C | 5% | 10% | 10% | 4% | 57% | -33
CCc1ccc(C(=O)NC(Cc2c[nH]c3ccccc23)C(=O)OCC(=O)c2ccc(Br)cc2)cc1 (configuration not stated) | -7% | · | · | 8% | · | 0
COc1ccc([C@H]2CC(=O)C=C(c3cc(F)ccc3F)C2)cc1OC | 3% | · | 11µM* | -2% | 34% | -3
Cc1ccc(NC(=O)[C@H](Cc2c[nH]c3ccccc23)NC(=O)[C@@H]2Cc3ccccc3CN2)c(C)c1 | -12% | -24% | ? | 4% | -19% | ·

2 of the compounds above, as labelled records.
> CCOC(=O)/C(C#N)=C/Nc1ccccc1OC
  AmpC inh detg: ?	Giardia FBPA inh: 0%	HCV inhibitor: -29%	Sm TGR inh: 7%	AmpC no deterg: -17%	HCMV antiviral: 145
> CC(=O)Nc1ccc(S(=O)(=O)NC2(C(F)(F)F)NC(=O)N(C3CCCCC3)C2=O)cc1 (configuration not stated)
  AmpC inh detg: 0%	Giardia FBPA inh: 2%	HCV inhibitor: 19%	Sm TGR inh: -27%	AmpC no deterg: -26%	HCMV antiviral: -18

Going on with the list.
SMILES | AmpC inh detg | Giardia FBPA inh | HCV inhibitor | Sm TGR inh | AmpC no deterg | HCMV antiviral
CC(NC(=O)CSc1cccc(C(F)(F)F)c1)c1ccccc1 (configuration not stated) | -3% | 5% | -9% | -2% | 17% | ?
CC(=O)c1cccc(NC(=O)c2ccc(S(=O)(=O)N3CCCC3)cc2)c1 | -1% | -10% | 1% | 4% | -23% | -6
COc1ccc(-c2nnc(SCC(=O)N3CCc4ccccc43)o2)cc1OC | 9% | · | · | 6% | · | 8
CCc1cccc(-n2nnc(-c3nc(-c4ccccc4Cl)no3)c2N)c1 | 16% | · | · | 3% | · | ?
COc1ccccc1C(=O)NCCC(=O)N(C)CC(=O)Nc1ccccc1Br | 0% | · | 7% | -4% | -3% | -32
Clc1ccc(-c2c[n+](Cc3ccc(Cl)cc3Cl)c3n2CCCCC3)cc1 | -2% | 5% | -22% | 8% | 71%[activator] | -102*
O=C(OC(C(=O)NCc1ccccc1)c1ccccc1)c1ccco1 (configuration not stated) | -7% | · | 13% | 6% | -44% | 6
O=C(CSc1nc2nccnc2c(=O)n1CCc1c[nH]c2ccccc12)Nc1ccccc1F | 18% | · | · | 18% | · | ?
O=C(CCc1nc2sc3c(c2c(=O)[nH]1)CCCC3)NCCOc1ccccc1 | -17% | · | ? | -6% | -28% | -5
N#C/C(=C\C1CC2C=CC1C2)c1nc2ccccc2[nH]1 (configuration not stated) | 0% | -15% | ? | 0% | -42% | -24
Cc1ccc(F)cc1S(=O)(=O)NCc1ccc(N2CCN(C)CC2)cc1 | 5% | -1% | -14% | 14% | -8% | 24
Cc1ccccc1C(=O)Nc1nnc(S(=O)(=O)N2CCCCCC2)s1 | -15%&24% | -23% | -7% | -1%&6% | -17% | 30&8
C[C@H](NC(=O)N1CCn2c1nc1ccccc12)C(=O)NCc1ccccc1 | -3% | · | 6% | -5% | 24% | 11
COc1ccc(NC(=O)C2CCN(C(=O)C3CC(=O)N(c4ccc(C)cc4)C3)CC2)cc1 (configuration not stated) | -14% | 7% | -20% | -9% | 56% | 2
Cn1c(N)c(C(=O)COC(=O)CCc2ccccc2)c(=O)n(C)c1=O | 2% | 1% | 5% | -2% | 2% | -22
CCc1ccc(NC(=O)C/C(C)=N/NC(=O)OCc2ccc(OC)cc2)cc1 | -13% | 6% | -8% | -10% | 6% | -12
O=C(CSc1ccc(Cl)cc1)N1CCCC1 | 2% | 4% | -2% | · | -9% | 19
CC(C)Cn1c(=O)c2c(nc3n2CCCN3Cc2ccccc2)n(C)c1=O | ? | 4% | ? | 12% | 68%[activator] | ·
COc1ccc(C(C(=O)NCC2CCCO2)N(C(=O)Cn2nnc3ccccc32)c2ccc(NC(C)=O)cc2)cc1OC (configuration not stated) | ? | 9% | 21% | -7% | 13% | 0
O=C1C2C3C=CC(C4CC34)C2C(=O)N1/N=C/c1ccc(-c2cccc([N+](=O)[O-])c2)o1 (configuration not stated) | -11% | 2% | ? | -18% | -25% | ?
CCN(Cc1nc(-c2ccccc2)no1)C(=O)COc1cccc(OC)c1 | 4% | -6% | 8% | -5% | 19% | -21
CC(=O)c1c(C)[nH]c(C(=O)NC2CCSc3ccccc32)c1C (configuration not stated) | 3% | · | ? | 39%[activator] | -39% | ?
NS(=O)(=O)c1cccc(NC(=O)c2ccc3nc[nH]c3c2)c1 | -2% | 9% | 26% | 8% | -13% | ?
C/C(=N/NC(=O)CN1CCN(S(=O)(=O)c2ccc(Br)cc2)CC1)c1cccnc1 | ? | 5% | 6% | -10% | -8% | -27
O=C(NCc1ccc2c(c1)OCO2)C1CCCN(C(=O)c2ccc(Cl)cc2)C1 (configuration not stated) | -3% | 8% | -4% | 2% | 25% | 9

A second format for some results above.
| mol | AmpC inh detg | Giardia FBPA inh | HCV inhibitor | Sm TGR inh | AmpC no deterg | HCMV antiviral |
| --- | --- | --- | --- | --- | --- | --- |
| O=C(NCc1ccc2c(c1)OCO2)C1CCCN(C(=O)c2ccc(Cl)cc2)C1 (configuration not stated) | -3% | 8% | -4% | 2% | 25% | 9 |
| Cc1ccc(C(=O)Nc2c(C)cc(C)c3cccnc23)cc1 | -9% | -2% | 5% | -9% | -18% | 15 |
| CCN1c2ccccc2-c2nc(SCC(=O)NCc3ccc(Cl)cc3)ncc2S1(=O)=O | 1% | · | · | 7% | · | -28 |
| C/C(=N/NC(=O)CN1CCN(S(=O)(=O)c2ccc(Br)cc2)CC1)c1cccnc1 | ? | 5% | 6% | -10% | -8% | -27 |
| C[C@H](NC(=O)N1CCn2c1nc1ccccc12)C(=O)NCc1ccccc1 | -3% | · | 6% | -5% | 24% | 11 |
| COc1ccc(-c2nnc(SCC(=O)N3CCc4ccccc43)o2)cc1OC | 9% | · | · | 6% | · | 8 |

Carrying on:
SMILES | AmpC inh detg | Giardia FBPA inh | HCV inhibitor | Sm TGR inh | AmpC no deterg | HCMV antiviral
CC(=O)c1ccc(-c2nnc(CCC(=O)N(C)Cc3c(C)nc4ccccn34)o2)s1 | -2% | -1% | ? | -33% | -11% | -20
O=C(N/N=C\c1cn[nH]c1-c1ccccc1)c1cccnc1 | 0% | -1% | -6% | 3% | -21% | 34
COC(=O)c1ccc(-n2nnnc2SCC(=O)Nc2ccccc2F)cc1 | ? | 4% | 0% | -8% | -22% | -3
COc1cccc(OC)c1OCCCCN1CCCC1 | 4% | -27% | 18% | 9% | -16% | 6
CCSc1nc2sc3c(c2c2[n+]1CC(CBr)O2)CCCC3 (configuration not stated) | 2% | ? | ? | 45µM* | 63%[activator] | 42
OCCN(Cc1ccccc1)Cc1ccc(C(F)(F)F)cc1 | -13% | ? | 3% | 9% | 33% | -32
Cc1cc(-c2n[nH]c(=S)n2/N=C/c2ccc(Br)s2)n[nH]1 | ? | 16% | 4% | -7% | -33% | 41
COc1ccc(CCNC(=O)CSCc2ccc(Cl)cc2)cc1OC | -8% | 2% | ? | 5% | 15% | -36
COc1ccc(-c2nc(SC(CC(=O)NCCO)c3cccs3)n[nH]2)cc1 (configuration not stated) | -9% | 3% | 15% | 4% | -24% | 45
CCOc1ccccc1NC(=O)CSc1nc(=O)[nH]c2c1CCCC2 | -5% | · | · | 12% | · | 40
